LmPK inh – qHTS Assay for Inhibitors of Leishmania Mexicana Pyruvate Kinase (LmPK); Q27686; actives 0.37% (n = 290,000); purified LmPK, Kinase-Glo ATP luminescence, 1 h; Potency, µM (doses to about 57.5 µM), inactives show at the highest dose activity change, negative = inhibition, actives largely listed as inhibitors; further: potency means the concentration at half of the fitted maximal effect
Target sequence (Q27686 whole entry, looked up): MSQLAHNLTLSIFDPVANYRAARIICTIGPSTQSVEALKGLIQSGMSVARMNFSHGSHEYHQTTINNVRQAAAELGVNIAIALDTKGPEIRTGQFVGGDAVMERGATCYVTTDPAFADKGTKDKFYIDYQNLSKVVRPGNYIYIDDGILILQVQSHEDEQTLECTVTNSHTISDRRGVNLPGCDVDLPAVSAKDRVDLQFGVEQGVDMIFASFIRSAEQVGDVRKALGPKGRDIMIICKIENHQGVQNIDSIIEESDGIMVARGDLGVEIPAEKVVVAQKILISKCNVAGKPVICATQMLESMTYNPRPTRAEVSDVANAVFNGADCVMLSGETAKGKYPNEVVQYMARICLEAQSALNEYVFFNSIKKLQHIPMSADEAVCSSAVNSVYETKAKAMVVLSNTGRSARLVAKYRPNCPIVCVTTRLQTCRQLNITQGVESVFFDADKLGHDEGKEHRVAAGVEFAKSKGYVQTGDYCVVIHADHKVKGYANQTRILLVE
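Kinase-Glo luminescence read after 1 h RT reaction of 0.1 nM LmPK with 0.5 mM PEP and 0.1 mM ADP. Activity scaled between uninhibited and enzyme-free controls.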
AmpC no deterg – qHTS Inhibitors of AmpC Beta-Lactamase (assay without detergent). P00811. AmpC nitrocefin hydrolysis, absorbance 480 nm, 0.0001% Triton. Potency, µM (top dose mostly 57.1 µM), for the others: at the top dose activity change, negative = inhibition, hits mostly inhibitors. actives 0.52% (n = 330,000);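 further: potency means the concentration at half of the fitted maximal effect; plate controls were no compound for no effect and no enzyme for full effect; nearly all actives have a fitted effect of over 20% in size; some results filed as inactive show a strong effect at the top dose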
Target sequence (P00811 whole entry, looked up): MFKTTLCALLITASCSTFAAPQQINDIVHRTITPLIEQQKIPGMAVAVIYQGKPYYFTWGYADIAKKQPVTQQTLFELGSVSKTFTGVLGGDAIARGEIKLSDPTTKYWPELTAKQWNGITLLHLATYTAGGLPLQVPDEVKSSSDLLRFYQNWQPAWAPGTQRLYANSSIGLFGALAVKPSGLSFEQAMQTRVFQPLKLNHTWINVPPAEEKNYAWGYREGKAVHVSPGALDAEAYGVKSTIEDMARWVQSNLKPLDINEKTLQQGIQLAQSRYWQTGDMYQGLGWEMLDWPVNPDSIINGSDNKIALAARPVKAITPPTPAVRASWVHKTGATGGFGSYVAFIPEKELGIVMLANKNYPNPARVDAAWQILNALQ
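20 mM phosphate pH 7.0 + 0.01% (detergent screen) or 0.0001% Triton X-100; 5.3 nM AmpC reagent; cpd preinc 15 min RT; nitrocefin (800 uM stock) to start; A480 q20 s × 4 min; Activity was normalised to no-enzyme and no-compound control wells.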
AmpC detergent – qHTS Inhibitors of AmpC Beta-Lactamase (assay with detergent) | P00811 | AmpC hydrolysis of nitrocefin, absorbance 480 nm, 0.01% Triton | Potency, µM (doses to about 114 µM), inactives show at the highest dose activity change, negative = inhibition, hits mostly inhibitors | actives 0.041% (n = 370,000);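 further: potency means the concentration at half of the fitted maximal effect; 0% = no-compound wells and -100% = no-enzyme wells; nearly all actives have a fitted effect of over 25% in size; some results filed as inactive show a strong effect at the top dose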
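AmpC (5.3 nM in the dispensed reagent) in 20 mM phosphate pH 7.0 with 0.01% (detergent screen) or 0.0001% Triton X-100 was preincubated with compounds for 15 min at room temperature. Nitrocefin was then added from an 800 uM solution, and hydrolysis was followed at 480 nm.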
AMA1 RON2 block – qHTS for Inhibitors of AMA1-RON; Towards Development of Antimalarial Drug Lead: Primary Screen | Plasmodium falciparum AMA1 (3D7) - RON2 peptide interaction | AlphaScreen AMA1-biotinylated RON2 peptide binding | Potency, µM (doses to about 58.2 µM), inactives show top-dose activity change, negative = inhibition, actives largely listed as inhibitors | actives 0.2% (n = 360,000) | AID 720542, 2013;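 further: potency means the concentration at half of the fitted maximal effect; 0% = vehicle wells and -100% = peptide control; nearly all actives have a fitted effect of over 45% in size; some results filed as inactive show a strong effect at the top dose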
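AMA1 (3D7) with his tag at 25 nM final met compounds first, then biotinylated RON2 peptide at 25 nM; detection used donor plus acceptor beads, 10 µg/mL apiece, read by AlphaScreen after 30 min at room temperature.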
HCMV inh – qHTS Assay for inhibitors of the human cytomegalovirus (HCMV) | HFF cells, HCMV-luciferase reporter, 72 h; active compounds read low | activity change, negative = inhibition, % at 57.5 µM | actives 4.5% (n = 410,000) | AID 1259415, 2018; in the data active means activity change below about -60%; inconclusive means no clear call, values can overlap the other calls; inactive means above about -39%
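HFF cells seeded 16 h at 37C, treated with compounds, infected with luciferase-reporter HCMV at MOI 1 PFU/cell; luciferase read at 72 h post infection, normalized to buffer-only and Salinomycin controls.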
HCV inhibitor – qHTS Assay for Inhibitors of Hepatitis C Virus (HCV); actives 3.4% (n = 340,000); AID 651820, 2012; Huh7.5.1 HCVcc-Cre infection, luciferase reporter, 44 h; Potency, µM (titrated, usually from 41.8 µM), for the others: at the highest dose activity change, negative = inhibition, actives largely listed as inhibitors; further: potency means the concentration at half of the fitted maximal effect
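Infectious HCV cell culture screen: compound-treated cells (1,000/well, pre-plated 4 h) are infected with HCVcc-Cre at roughly 0.5 moi and grown 44 h. Infection is quantified by luciferase signal after 15 min substrate incubation at room temperature.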
Tb PYK inh – qHTS of Trypanosoma Brucei Inhibitors. TbPYK enzyme, Kinase-Glo Plus ATP luminescence, 45 min. AID 624173, 2012. actives 0.12% (n = 410,000). Potency, µM (doses to about 76.8 µM), for the others: at the highest dose activity, negative = inhibition, actives largely listed as inhibitors; further: potency means the concentration at half of the fitted maximal effect; nearly all actives have a fitted effect of over 50% in size
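Luminescent Kinase-Glo Plus end-point after 45 min room-temperature reaction of T. brucei pyruvate kinase started with 130 uM ADP (final). Buffer TEA 50 mM pH 7.2 with KCl, MgCl2, BSA, Tween-20; titration-based qHTS with fitted concentration-effect curves.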
The depositor's hits bear a star; ? = inconclusive; . = not tested or not shown; [ ] = remark or other dose. Unless noted, the call rests on the fitted dose curve; in most records, active means well fitted curve in the direction sought with a large enough effect; inconclusive means small, poorly fitted or top-dose-only effect, or another doubt; inactive means no such curve, though single readings can be large; an effect the other way counts as inactive or inconclusive. Unless noted, on the % scale 0 is the no-effect control and ±100 the full control effect.

Sequence of screens – LmPK inh, AmpC no deterg, AmpC detergent, AMA1 RON2 block, HCMV inh, HCV inhibitor, Tb PYK inh
NC(=O)C1(c2ccccc2)OC1c1ccccc1 (stereo not drawn)
 : ., -28%, -13%, 17%, ?, -6%, 1%
Cc1ccc(S(=O)(=O)N2C(=O)CCC2C(N)=O)cc1 (stereo not drawn)
 : -6%, -9%, -8%, -1%, -12, 11%, -15%
OCCNCCCCOc1cccc(Br)c1
 : 1%, -12%, -8%, 9%, -32, -20%, 0%
CCOc1ccc(N(CC(=O)N2CCCCCC2)S(C)(=O)=O)cc1
 : -2%, 3%, 1%, 0%, 3, 4%, 1%
CCOC(=O)c1c(C)oc2ncnc(Nc3ccc(OC)c(OC)c3)c12
 : ., ., 9%, ., 9, ., 1%
COc1ccc(NC(=O)C(NC(C)=O)C(=O)Nc2ccc(F)cc2)cc1 (stereo not drawn)
 : -2%, -16%, 3%, -10%, 0, 12%, 1%
O=C(COc1ccc([N+](=O)[O-])cc1)Nc1ccc2c(c1)OCO2
 : 2%, -23%, 6%, -11%, -29, -30%, 9%
Cc1ccc(C)c(S(=O)(=O)N2CCN(C(=O)c3ccccn3)CC2)c1
 : ., -12%, -1%, -3%, 3, 11%, -13%
Cc1ccc(OCC(=O)N2CCCCCC2)c(C)c1
 : -5%, -2%, ?, 5%, 5, 7%, -1%
CC(CN1CCN(C)CC1)OC(=O)c1cccc(F)c1 (stereo not drawn)
 : 5%, -20%, ?, -17%, 13, -6%, 1%
CCN1CCN(c2ncnc3sc(C)c(-c4ccccc4)c23)CC1
 : -3%, -22%, 6%, 4%, -1, 8%, -4%
Cc1ccc(C(=O)NNC(=O)CCCN2C(=O)/C(=C/c3ccccc3Cl)SC2=S)cc1
 : -5%, 32µM*, 1%, 59%[activator], ?, 11%, -12%
O=c1c2ccccc2nc2n1CCN2
 : 5%, -7%, 0%, -8%, 33, 6%, 3%
O=C(NCCN1CCCC1)c1ccc2c(=O)n(CCc3ccccc3)c(=O)[nH]c2c1
 : 2%, -4%, -15%, 1%, 75, ?, 3%
CCc1cccc(NC(=O)c2cc3c(=O)oc4ccc(C)cc4c3s2)c1
 : ., ., -2%, ., -11, ., -7%
Cc1ccc(NC(=O)c2sc3ncnc(N4CCN(c5ccccn5)CC4)c3c2C)c(C)c1
 : -2%, 27%, -3%, 0%, ?, ?, 0%
O=C(O)COc1ccc(NC(=O)c2ccc3c(c2)C(=O)N(CC2CCCO2)C3=O)cc1 (stereo not drawn)
 : ., ., ., -13%, -13, ., 8%
O=C1/C(=C/c2cccnc2)CCC/C1=C\c1cccnc1
 : 1%, -6%, -13%, 0%, -101*, ?, -8%
COc1ccccc1N1CCN(C(=O)C2CCCN(S(=O)(=O)c3ccc(C)cc3)C2)CC1 (stereo not drawn)
 : ., 152%[activator], ?, -10%, 0, ?, -18%
Cc1cc(C)nc(SCC(=O)N(C)C)n1
 : 8%, -5%, 5%, 2%, -2, 8%, -3%
COc1cccc(O)c1CN1CCC(n2nccc2NC(=O)c2ccc3c(c2)OCO3)CC1
 : -5%, 88%, 0%, -11%, -6, 1%, -12%
COc1ccc(S(=O)(=O)Nc2cc(Cl)ccc2-n2cncn2)cc1
 : ., -22%, ?, 3%, 11, 22%, 4%
Cc1nc(-c2ccc(C)c(N3CCN(C(=O)Nc4cccc(Cl)c4C)CC3)c2)no1
 : ., ., 5%, ., -88*, ., 5%
O=C(CN1C(=O)NC2(CCCC2)C1=O)NCCc1ccccc1
 : ., -3%, ., -1%, -8, 14%, -8%
CCOC(=O)c1cnc2nc(COc3ccccc3)[nH]n2c1=O
 : 0%, -13%, -5%, 11%, 45, 7%, -10%
COc1cc(NS(=O)(=O)c2ccc(NC(=S)NC(=O)c3cccs3)cc2)nc(OC)n1
 : 11%, -35%, 0%, 64%[activator], 6, 13%, -9%
Cc1ccc(C(=O)c2sc(Nc3ccccc3)c(C#N)c2N)cc1
 : 2%, -4%, 8%, 9%, -5, ?, -3%
COc1ccc(N2CCN(Cc3nc4scc(-c5ccccc5)c4c(=O)[nH]3)CC2)cc1
 : 6%, -36%, 4%, 44%, -8, -12%, 0%
COc1cccc(N(C(C)=O)C2=NCCCS2)c1
 : -3%, -21%, ?, -3%, 50, -1%, -1%
CNS(=O)(=O)c1cn(CC(=O)NCc2ccccc2OC)cc1S(=O)(=O)NC
 : -3%, -6%, 0%, -3%, ., -8%, -4%

No new results follow: entries from further up.
Sequence of screens – LmPK inh, AmpC no deterg, AmpC detergent, AMA1 RON2 block, HCMV inh, HCV inhibitor, Tb PYK inh
O=C(CN1C(=O)NC2(CCCC2)C1=O)NCCc1ccccc1
 : ., -3%, ., -1%, -8, 14%, -8%
CCOC(=O)c1cnc2nc(COc3ccccc3)[nH]n2c1=O
 : 0%, -13%, -5%, 11%, 45, 7%, -10%
COc1cc(NS(=O)(=O)c2ccc(NC(=S)NC(=O)c3cccs3)cc2)nc(OC)n1
 : 11%, -35%, 0%, 64%[activator], 6, 13%, -9%
Cc1ccc(C(=O)c2sc(Nc3ccccc3)c(C#N)c2N)cc1
 : 2%, -4%, 8%, 9%, -5, ?, -3%

Going on with the list.
Sequence of screens – LmPK inh, AmpC no deterg, AmpC detergent, AMA1 RON2 block, HCMV inh, HCV inhibitor, Tb PYK inh
O=C(c1ccc(F)cc1Cl)N1CCC2(CC1)OCCO2
 : -1%, 7%, 5%, 0%, 8, ?, -7%
O=S1(=O)CCO[C@H]2Cc3ccccc3[C@H]2N1Cc1ccccc1Br
 : 2%, -11%, ?, -1%, 47, ?, -2%
O=C(/C=C/c1ccc(Cl)cc1)NC(=S)Nc1ccc(C(=O)O)cc1
 : -2%, -13%, -7%, -8%, -9, 13%, -1%
COc1ccc(C2CCCN2C(=O)Nc2ccccc2)cc1OC (stereo not drawn)
 : 4%, -20%, -10%, -8%, -28, -21%, -3%
COc1ccc(-c2c[n+]3c(n2-c2ccccc2)SCC3)cc1OC
 : 4%, -14%[11.4 µM], -8%, -6%, ?, 3%, -6%
Cc1cc(C)c2nc(-c3ccccn3)cc(C(=O)NCc3ccco3)c2c1
 : 1%, ., -1%, -1%, 28, -30%, -6%
Cn1nnnc1SCCNC(=O)C1CCC(=O)N(Cc2cccc(C(F)(F)F)c2)C1 (stereo not drawn)
 : ., ., ., 2%, -29, ., 6%
O=C(Nc1ccccc1N1CCCCC1)c1ccco1
 : -2%, -18%, -3%, -5%, 23, -27%, 3%
COC(=O)C1=C(C)NC(=O)NC1c1ccccc1 (stereo not drawn)
 : 3%, -12%, ?, -4%, 38, 4%, 6%
COc1ccc(OC)c(C2C3=C(CCCC3=O)NC3=C2C(=O)CCC3)c1
 : 0%, -2%, 0%, -2%, 7, 3%, -6%
O=C(NCc1ccccn1)c1cc(-c2ccccc2)on1
 : -6%, -21%, ?, -3%, 0, 14%, -13%
Cc1ncc([N+](=O)[O-])n1CCOC(=O)c1ccccc1
 : -4%, -10%, -12%, 0%, 16, 6%, 0%
O=C(Nc1nc(-c2ccccn2)cs1)C1COc2ccccc2O1 (stereo not drawn)
 : 3%, -12%, 2%, -42%, -83*, 35µM*, -2%
CC(=O)Nc1nonc1-c1nnc(SCC(=O)Nc2ccc(C)cc2)n1-c1ccccc1
 : ., ., 1%, ., -18, ., 4%
COc1ccc(-c2noc(CCC(=O)N3CCC(C)CC3)n2)cc1
 : 7%, 51%, 0%, -8%, -1, -11%, 2%
O=C(CSc1nc2ccccc2c(=O)n1CCCN1CCOCC1)Nc1cccc(S(=O)(=O)N2CCCCCC2)c1
 : 0%, 262%[activator], -10%, -28%, ?, 13µM*, -1%
CCNC(=O)CC1C(=O)N(c2ccc(F)cc2)C(=O)N1CCc1sccc1C (stereo not drawn)
 : 2%[11.5 µM], 4%, -3%, 8%, -39, 16%, 0%
Clc1ccc2oc(-c3ccccn3)nc2c1
 : -1%, -15%, ?, 98%[activator], 142, 3%, -3%
O=C(NC(=S)N1CCN(C2CCCCC2)CC1)c1ccccc1
 : 5%, -17%, -6%, 32%[activator], ?, 2%, -14%
CN1CCN(C(=O)c2cc(COc3ccc(F)cc3Cl)on2)CC1c1ccccc1 (stereo not drawn)
 : 5%, 130%[activator], -4%, -6%, -21, ?, -17%
COc1ccc(C2=NN(CC(=O)NCCc3ccc(OC)c(OC)c3)C(=O)CC2)cc1
 : ., ., 6%, ., 44, ., -5%
Cc1ccc(C)c(-n2cc(CNC(C)Cn3cncn3)c(-c3ccccc3)n2)c1 (stereo not drawn)
 : -5%, 101%[activator], -7%, 0%, -28, -4%, 5%
COC(=O)CN1C(=O)N/C(=C/c2cc(Cl)c(OC)c(OC)c2)C1=O
 : -1%, -4%, -8%, 4%, 19, 0%, -1%
Cc1cccc(OCCC(=O)Nc2ccc(N3CCOCC3)cc2N2CCOCC2)c1
 : ., 110%[activator], -7%, -3%, -7, 6%, 0%
O=C(O)c1ccccc1C(=O)N1CCN(S(=O)(=O)c2cccc(C(F)(F)F)c2)CC1
 : ., -17%, ., -2%, -37, -2%, 0%
O=c1[nH]c(-c2ccc(F)cc2)nc2c1sc(=S)n2-c1ccccc1
 : 1%, -20%, -11%, 7%, ?, ?, -10%
O=C(Nc1cccnc1)c1ccc(Oc2ccccc2)cc1
 : ?, -8%, ?, 32%[activator], 122, ?, 3%
O=S(=O)(c1ccccc1)N1CCN(c2ccnc3cc(Cl)ccc23)CC1
 : 0%, 15%, -6%, -14%, ?, ?, -13%
COc1ccc(NC(=O)C2(C)Cc3c(-c4ccc(NC(C)=O)cc4)ccnc3O2)cc1OC (stereo not drawn)
 : ., ., ., 23%, 8, ., 3%
CCCN(C(=O)c1coc(=O)c2ccccc12)c1ccccc1C
 : ., ., 2%, ., -2, ., -2%
CCCCNC(=O)C1c2ccccc2OCC(=O)N1Cc1ccco1 (stereo not drawn)
 : ., ., ., 3%, -1, ., -11%
